Bioassay records as filed in PubChem BioAssay.
FAS TE block = blocks the thioesterase domain of human fatty acid synthase | P49327 | recombinant FAS-TE, OMFH fluorogenic substrate, fluorescence endpoint | inhibition, % at 15 µM | 360,000 tested, 0.67% active | AID 602261;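 active = compounds whose normalised, plate-corrected inhibition of enzyme fluorescence in the single-dose primary screen is 50% or more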;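 also: 0% = DMSO with enzyme and 100% = substrate without enzyme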
Target sequence (P49327 whole entry, looked up, the tested form may be a part): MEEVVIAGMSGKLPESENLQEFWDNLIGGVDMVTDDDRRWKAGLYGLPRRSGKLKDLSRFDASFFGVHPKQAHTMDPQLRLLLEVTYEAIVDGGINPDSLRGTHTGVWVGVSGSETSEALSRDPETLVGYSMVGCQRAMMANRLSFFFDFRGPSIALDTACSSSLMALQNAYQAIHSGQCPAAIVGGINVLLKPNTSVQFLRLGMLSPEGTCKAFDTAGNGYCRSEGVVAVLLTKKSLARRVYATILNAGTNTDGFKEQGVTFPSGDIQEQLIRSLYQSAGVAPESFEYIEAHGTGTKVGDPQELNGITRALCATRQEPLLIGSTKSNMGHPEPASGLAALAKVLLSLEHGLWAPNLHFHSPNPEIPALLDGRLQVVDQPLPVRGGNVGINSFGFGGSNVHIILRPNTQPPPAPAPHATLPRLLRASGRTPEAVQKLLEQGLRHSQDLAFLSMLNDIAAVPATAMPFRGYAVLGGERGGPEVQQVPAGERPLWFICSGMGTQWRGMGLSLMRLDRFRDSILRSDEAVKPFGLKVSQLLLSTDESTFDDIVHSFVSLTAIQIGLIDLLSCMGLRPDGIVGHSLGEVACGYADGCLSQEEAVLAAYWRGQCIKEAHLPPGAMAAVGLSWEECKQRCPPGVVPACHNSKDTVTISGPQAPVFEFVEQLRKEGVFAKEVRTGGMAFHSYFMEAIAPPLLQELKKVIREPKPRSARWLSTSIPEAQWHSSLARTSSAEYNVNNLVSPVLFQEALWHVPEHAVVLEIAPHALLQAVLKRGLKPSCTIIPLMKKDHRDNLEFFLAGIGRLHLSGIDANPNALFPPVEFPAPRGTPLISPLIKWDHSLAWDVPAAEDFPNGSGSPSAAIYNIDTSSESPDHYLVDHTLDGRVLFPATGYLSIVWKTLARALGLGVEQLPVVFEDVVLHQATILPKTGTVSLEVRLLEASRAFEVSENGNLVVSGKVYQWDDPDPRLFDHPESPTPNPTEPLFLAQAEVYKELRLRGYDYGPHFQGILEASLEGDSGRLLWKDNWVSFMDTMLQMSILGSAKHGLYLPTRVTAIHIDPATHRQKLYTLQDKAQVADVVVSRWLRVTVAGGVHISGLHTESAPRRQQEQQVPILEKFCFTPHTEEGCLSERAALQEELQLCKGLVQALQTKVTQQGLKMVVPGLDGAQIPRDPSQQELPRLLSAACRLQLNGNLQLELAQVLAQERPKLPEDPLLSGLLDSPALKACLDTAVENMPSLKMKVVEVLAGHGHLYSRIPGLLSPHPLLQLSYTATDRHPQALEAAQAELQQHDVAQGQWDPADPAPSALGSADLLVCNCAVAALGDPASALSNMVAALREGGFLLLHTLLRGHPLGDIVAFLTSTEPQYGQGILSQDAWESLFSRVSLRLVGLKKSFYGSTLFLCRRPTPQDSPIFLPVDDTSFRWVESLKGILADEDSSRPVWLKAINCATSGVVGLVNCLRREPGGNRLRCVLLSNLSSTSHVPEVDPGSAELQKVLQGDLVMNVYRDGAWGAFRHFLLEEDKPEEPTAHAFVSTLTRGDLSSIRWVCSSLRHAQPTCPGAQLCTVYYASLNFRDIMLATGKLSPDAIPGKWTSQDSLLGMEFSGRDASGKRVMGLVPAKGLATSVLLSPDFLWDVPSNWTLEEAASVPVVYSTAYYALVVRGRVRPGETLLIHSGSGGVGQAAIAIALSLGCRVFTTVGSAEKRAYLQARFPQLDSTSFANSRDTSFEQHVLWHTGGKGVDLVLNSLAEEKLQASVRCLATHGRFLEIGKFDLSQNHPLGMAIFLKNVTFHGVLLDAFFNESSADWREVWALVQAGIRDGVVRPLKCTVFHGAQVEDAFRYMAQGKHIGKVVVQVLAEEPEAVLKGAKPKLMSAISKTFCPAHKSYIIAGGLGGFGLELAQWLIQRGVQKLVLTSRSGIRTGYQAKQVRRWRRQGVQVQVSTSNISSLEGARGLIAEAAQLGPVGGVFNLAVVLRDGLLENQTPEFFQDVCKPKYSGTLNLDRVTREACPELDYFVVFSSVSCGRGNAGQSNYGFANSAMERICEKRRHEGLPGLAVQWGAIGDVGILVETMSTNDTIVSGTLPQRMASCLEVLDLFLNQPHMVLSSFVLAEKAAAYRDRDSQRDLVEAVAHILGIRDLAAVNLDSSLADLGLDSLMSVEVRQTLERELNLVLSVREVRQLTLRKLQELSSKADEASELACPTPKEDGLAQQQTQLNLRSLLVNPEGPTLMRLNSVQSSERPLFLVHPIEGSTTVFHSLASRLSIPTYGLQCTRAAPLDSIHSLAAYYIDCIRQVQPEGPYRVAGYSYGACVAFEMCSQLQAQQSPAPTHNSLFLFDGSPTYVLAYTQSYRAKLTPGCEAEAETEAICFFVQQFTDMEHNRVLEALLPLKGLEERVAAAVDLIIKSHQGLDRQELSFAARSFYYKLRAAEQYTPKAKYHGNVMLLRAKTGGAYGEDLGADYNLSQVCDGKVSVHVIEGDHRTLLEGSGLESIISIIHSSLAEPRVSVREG
MT1-MMP act inh = MT1-MMP (human) activation inhibition | GFP/RFP ratio change, % at 20 µM | 360,000 tested, 0.061% active | HT1080 RFP-PRO-GFP cells, GFP/RFP ratio fluorescence, overnight; percent of plate control window, DMSO zero | P50281;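 active = GFP/RFP ratio change of at least 30% with cell ATP level not reduced by more than half and red fluorescence within 50% of control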; also: strong numbers were not always called active
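Read-out: GFP/RFP fluorescence ratio; Test system: RFP-PRO-GFP reporter HT1080 cells; Compound dosing: single-point 20 µM compound, 1% DMSO; Times: overnight compound exposure at 37 °C.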
NadD inh = inhibitors of Staphylococcus aureus NadD; inhibition, % at 20 µM; 360,000 tested, 0.78% active; purified NadD enzyme, colorimetric absorbance read-out; in the data active = inhibition above about 26%; also: some compounds past the cut are filed as inactive
Rin1-Abl PPI inh = human Rin1-Abl interaction inhibition; P00519+Q13671; TR-FRET Rin1/Abl binding, biochemical; inhibition, % at 7.35 µM; 360,000 tested, 0.4% active; in the data active = inhibition above about 5%, passing the limit was not always enough
CSN deneddyl inh = CSN deneddylation inhibition; inhibition, % at 12.5 µM; 360,000 tested, 0.38% active; AID 651999; Purified CSN, SCF-Nedd8-OG deneddylation, fluorescence polarization; Q92905;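 active = pattern-corrected inhibition above about 35%, with an unprinted fluorescence ratio check between 0.5 and 1.5, limit read from the data, passing the limit was not always enough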;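 also: 0% = enzyme with substrate and 100% = substrate without enzyme; some results filed as inactive read as strong as hits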
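assay system = purified human Csn5 enzyme expressed in HEK293T cells | amount = 0.24 nM enzyme | buffer or medium = Tris/NaCl/DTT buffer, pH 7.5 | reagent = 10 nM SCFSkp2-Nedd8OG | compound = one concentration, 12.5 µM, 0.25% DMSO | times = 90 min reaction at room temperature | signal = FP | read-out basis = % inhibition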
Rpn11 inh = inhibitors of human proteasome Rpn11; O00487; human 26S proteasome, Ub4-pepOG fluorescence polarization; 20S core pre-blocked with epoxomicin; calls only at 20 µM; 360,000 tested, 0.59% active;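 active = inhibition at 20 µM, scaled to each plate's controls, above about 33%, limit read from the data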
SKN-1 inh = blocks SKN-1 activity in C. elegans. 360,000 tested, 0.49% active. C. elegans VP596 Pgst-4::GFP/RFP ratio, acrylamide-induced, 24 h. inhibition, % at 21.8 µM. AID 624304;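 active = interference check ratio from 0.5 to 1.5 plus GFP to RFP signal ratio inhibition reaching or exceeding a fixed threshold, cut at about 30% in these data, passing the limit was not always enough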; also: some compounds called inactive have numbers as strong as hits
MLLE-PAM2 inh = blocks PAM2 peptide binding to the PABP1 MLLE domain; inhibition, % at 20 µM; P11940; AID 588489; GST-MLLE / FITC-PAM2 fluorescence polarization; 360,000 tested, 0.36% active; in the data active = inhibition above about 35%, passing the limit was not always enough;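 also: plate controls were DMSO wells with GST-MLLE for no effect and wells lacking GST-MLLE protein for full effect; some results filed as inactive read as strong as hits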
Neddyl block = blocks human cullin neddylation; P61081+Q13564; calls only at 25 µM; TR-FRET cullin neddylation, biochemical; 360,000 tested, 0.58% active; AID 651699; in the data active = inhibition above about 36%
Starred values were filed as active, the others as inactive; i = inactive; . = no result given.

Short keys: A = FAS TE block; B = MT1-MMP act inh; C = NadD inh; D = Rin1-Abl PPI inh; E = CSN deneddyl inh; F = Rpn11 inh; G = SKN-1 inh; H = MLLE-PAM2 inh; I = Neddyl block
> COc1cc2[nH]c(C(=O)NCc3ccccc3)cc2c(OC)c1OC
  A: -3; B: 8; C: 0; D: -3; E: -2; F: i; G: 15; H: -13; I: .

> Cc1ccc(NC(=S)N(CCN2CCOCC2)Cc2ccccc2F)cc1
  A: 0; B: 6; C: -2; D: -3; E: 0; F: i; G: -3; H: -27; I: i

> Cc1cc(C)c2oc(C(=O)NCc3ccccc3)cc(=O)c2c1
  A: 20; B: -3; C: -2; D: 1; E: 3; F: i; G: 5; H: -2; I: i

> Nc1nc(N)c2cc(Sc3ccc(Cl)cc3)ccc2n1
  A: -5; B: -4; C: 1; D: 4; E: 4; F: i; G: 9; H: 8; I: i

> CCOc1ccc(OCC)c(NC(=O)C2CCN(c3ncccn3)CC2)c1
  A: 4; B: -6; C: 2; D: -1; E: 0; F: i; G: -18; H: 3; I: i

> CCOC(=O)COc1ccc2c3c(c(=O)oc2c1)CCCC3
  A: 3; B: -3; C: -6; D: 1; E: -2; F: i; G: -7; H: 10; I: i

> COc1cc(/C=N/n2cnnc2-n2nc(C)cc2C)cc([N+](=O)[O-])c1O
  A: -2; B: 1; C: 1; D: -2; E: -1; F: i; G: 1; H: 0; I: i

> Cc1cccc(NC(=O)c2oc(=O)c3ccccc3c2-c2ccccc2)c1C
  A: 13; B: 1; C: -5; D: -4; E: 1; F: i; G: -2; H: -4; I: i

> CN1C(=O)/C(=C/c2ccc(OCc3ccc(C(=O)O)cc3)c(Cl)c2)NC1=S
  A: 0; B: -3; C: 3; D: 2; E: -2; F: i; G: 10; H: -129; I: i

> COc1ccc(/C=N/S(=O)(=O)c2ccc(C)cc2)cc1
  A: -4; B: -1; C: 4; D: 1; E: 3; F: i; G: 8; H: 9; I: i

> CC(C)COc1cccc(C(=O)Nc2cc(S(=O)(=O)N3CCOCC3)ccc2N2CCCC2)c1
  A: 21; B: -2; C: 6; D: 4; E: -2; F: i; G: -11; H: 18; I: i

> CCNc1nc(NCC)nc(N(n2cnnc2)S(=O)(=O)c2ccc(C)cc2)n1
  A: 0; B: 0; C: -2; D: 2; E: -1; F: i; G: -1; H: 2; I: i

> Cc1cc(/C=C(\C#N)C(=O)NCc2ccco2)c(C)[nH]1
  A: -2; B: -3; C: -2; D: -5; E: -6; F: i; G: -2; H: -5; I: i

> COc1ccc(NC(=O)Cc2coc3cc(C)ccc23)cc1S(=O)(=O)N1CCOCC1
  A: 7; B: 2; C: 2; D: -4; E: -3; F: i; G: 7; H: -24; I: i

> COc1ccc(-c2cn[nH]c2-c2ccc(OCc3ccc(F)cc3)cc2O)cc1OC
  A: -12; B: -4; C: 8; D: -1; E: -1; F: i; G: 6; H: 5; I: i

> Cc1cn(CC(=O)NCc2ccc(N(C)C)cc2)c(=O)[nH]c1=O
  A: -10; B: 3; C: -4; D: -5; E: -2; F: i; G: -9; H: -16; I: i

> Cc1ccc(NC(=O)CN(C)C(=O)CSc2nc(C)cs2)cc1
  A: -3; B: 0; C: -4; D: 0; E: -2; F: i; G: 2; H: 4; I: i

> COc1ccc(S(=O)(=O)N2CCN(C(=O)CCNC(=O)c3ccccc3Cl)CC2)cc1
  A: -2; B: -2; C: 4; D: 4; E: -2; F: i; G: 0; H: 6; I: i

> COc1ccc(C(=O)/C=C/C(=O)N(CC(=O)NC2CCCCC2)CC2CCCO2)c(O)c1 (stereo not drawn)
  A: 6; B: -4; C: 3; D: 0; E: 6; F: i; G: 5; H: 12; I: i

> COc1cccc(OC)c1C(=O)Nc1c(C(=O)N2CCN(c3ccccn3)CC2)oc2ccccc12
  A: 2; B: -13; C: 5; D: -1; E: -2; F: i; G: -3; H: 6; I: i

> COc1ccc(N2CC(C)Cn3c2nc2c3c(=O)n(Cc3ccccc3)c(=O)n2C)c(OC)c1 (stereo not drawn)
  A: 22; B: 9; C: 4; D: 0; E: -3; F: i; G: 7; H: -5; I: i

> Cc1ccc2sc(N(CCCN(C)C)C(=O)c3ccc(S(=O)(=O)N4CCOCC4)cc3)nc2c1C
  A: -3; B: 1; C: -7; D: 3; E: -1; F: i; G: -19; H: 12; I: i

> CC(C)(C)c1ccc(Cn2nnc3c(=O)[nH]c(C4CCCN(C(=O)Cc5cccs5)C4)nc32)cc1 (stereo not drawn)
  A: -32; B: 5; C: 20; D: -1; E: 2; F: i; G: 0; H: 5; I: i

> CSCCC(NS(=O)(=O)c1ccccc1F)C(=O)N1CCCCCCC1 (stereo not drawn)
  A: -4; B: -5; C: 2; D: -2; E: 0; F: i; G: 6; H: -11; I: i

> O=[N+]([O-])c1cccc(Cl)c1CSc1ccccn1
  A: 27; B: -1; C: 8; D: 1; E: -3; F: i; G: 14; H: -105; I: i

> CC(=O)Nc1n[nH]c(-c2ccc(C)cc2)c1C
  A: -4; B: 2; C: -1; D: -2; E: -1; F: i; G: 0; H: 7; I: i

> Cc1cc(C)n2c(Br)c(CSc3nc4ccccc4s3)nc2n1
  A: 14; B: 0; C: 8; D: -2; E: 2; F: i; G: 9; H: 19; I: i

> COc1cccc(CN(C)C(=O)c2ccc(NC(=O)CC3SC(N4CCCCC4)=NC3=O)cc2)c1OC (stereo not drawn)
  A: -6; B: -4; C: 9; D: 3; E: -4; F: i; G: 4; H: -7; I: i

> COc1ccc2cc(C(N)=O)c(=Nc3ccc(C)cc3)oc2c1
  A: -3; B: -16; C: -18; D: 0; E: 9; F: i; G: 8; H: 1; I: i

> O=C(c1cc(Br)ccc1Cl)N1CCCC1
  A: -4; B: -3; C: 3; D: -2; E: -6; F: i; G: 7; H: -1; I: i

> COC(=O)C(O)(CC(=O)Nc1cc(Cl)ccc1Cl)C(F)(F)F (stereo not drawn)
  A: -3; B: 3; C: 2; D: 1; E: 2; F: i; G: -16; H: 10; I: i

> Cc1onc(-c2ccccc2)c1C(=O)N(CC(C)C)c1c(N)n(CC(C)C)c(=O)[nH]c1=O
  A: -9; B: -4; C: 2; D: 1; E: -3; F: i; G: 0; H: -5; I: i

> Cc1cccc(NC(=O)CN2C(=S)NC(C)(C)CC2C)c1 (stereo not drawn)
  A: -10; B: 1; C: -1; D: -2; E: 4; F: i; G: -13; H: 15; I: i

> NC(=O)CC(NC(=O)c1ccc(Br)cc1)c1ccc(N2CCCCCCC2)c([N+](=O)[O-])c1 (stereo not drawn)
  A: 12; B: 16; C: 0; D: -2; E: -3; F: i; G: 10; H: -4; I: i

> CC1CCCN(C/C=C/c2ccccc2[N+](=O)[O-])C1 (stereo not drawn)
  A: -6; B: 3; C: -6; D: -2; E: -1; F: i; G: 3; H: 3; I: i

> COc1ccc(C(=O)COC(=O)c2ccn(C)n2)cc1
  A: -3; B: -2; C: 1; D: 2; E: -3; F: i; G: 10; H: -16; I: i

> CCCCn1c(N)c(N(CC(C)C)C(=O)C2CC(=O)N(CCc3ccccc3)C2)c(=O)[nH]c1=O (stereo not drawn)
  A: -4; B: 0; C: 5; D: -3; E: 5; F: i; G: 9; H: -3; I: i

> CC(C)Oc1ccc(C(=O)OCC(=O)N2CCCc3ccccc32)cc1
  A: 11; B: 2; C: -4; D: -1; E: 0; F: i; G: -16; H: -3; I: i

> CCOc1ccc(N2C(=O)C3ON(c4ccccc4)C(c4ccco4)C3C2=O)cc1 (stereo not drawn)
  A: -3; B: 6; C: -1; D: 2; E: -6; F: i; G: -1; H: 13; I: i

> Cc1onc(C(=O)N2CCN(c3ccccc3)CC2)c1[N+](=O)[O-]
  A: -6; B: -3; C: -1; D: 0; E: 1; F: i; G: -1; H: -2; I: i

> CCN(CC)S(=O)(=O)c1ccc(Cl)c(C(=O)NCc2ccccc2Cl)c1
  A: 13; B: .; C: -7; D: -2; E: -4; F: i; G: 5; H: -4; I: i

> CCOC(=O)c1ccc(NC(=O)Nc2c(C)n(C)n(-c3ccccc3)c2=O)cc1
  A: -1; B: 2; C: -4; D: -1; E: 6; F: i; G: 4; H: -19; I: i

> Cc1cc(C)c(C#N)c(SCC(=O)NC(C)(C)C)n1
  A: 0; B: 3; C: -2; D: -4; E: 0; F: i; G: 1; H: 11; I: i

> O=C1C2C3C=CC(C4CC34)C2C(=O)N1CCc1ccccc1 (stereo not drawn)
  A: -8; B: 1; C: -3; D: -4; E: 2; F: i; G: 0; H: -2; I: i

Outcome played no part in choosing rows. Share with any hit: about 3.9%.
